PTAP TSG101 blk: blocks PTAP/TSG101 interaction to inhibit HIV-1 budding. Q99816. Fluorescence polarization, FITC-PTAP peptide / Tsg101 binding. Potency, µM (series often up to 115 µM), inactives show at the highest dose activity change, negative = inhibition, actives largely listed as inhibitors. 340,000 tested, under 10 active; active = well fitted inhibition curve with a large enough effect in the main read-out, with a control signal flat, not every such curve was filed as active; inconclusive = small, poorly fitted or top-dose-only effect, or effect the other way, or a change in a side signal; inactive = no such curve, though single readings can be large or run the other way; also: potency is read from the fitted curve at half-maximal effect; % of control where 0% means no effect
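Tsg101 binding domain (10 uM final) was mixed with compound and a FITC-labeled PTAP peptide (50 nM final) in HEPES pH 7.5 buffer with NaCl, Tween 20, EDTA and TCEP; fluorescence polarization was read after 20 min at r.t.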
Menin MLL FP TR: inhibitors of human menin-MLL interaction, mutant MLL peptide | 0.23% of 270,000 active | Menin + Texas Red MLL mutant peptide, fluorescence polarization | AID 1768 | Potency, µM (top dose mostly 61.6 µM), without a hit: at the top dose FP activity change, negative = inhibition, most hits filed as inhibitors | O00255; active = well fitted inhibition curve with a large enough effect in the polarisation, with a control signal flat, not every such curve was filed as active; inconclusive = small, poorly fitted or top-dose-only effect, or effect the other way, or a change in a side signal; inactive = no such curve, though single readings can be large or run the other way; the % refers to the polarisation; also: potency is read from the fitted curve at half-maximal effect; % of control where 0% means no effect; many of its hits are not listed in these tables
Target sequence (O00255 whole entry, looked up): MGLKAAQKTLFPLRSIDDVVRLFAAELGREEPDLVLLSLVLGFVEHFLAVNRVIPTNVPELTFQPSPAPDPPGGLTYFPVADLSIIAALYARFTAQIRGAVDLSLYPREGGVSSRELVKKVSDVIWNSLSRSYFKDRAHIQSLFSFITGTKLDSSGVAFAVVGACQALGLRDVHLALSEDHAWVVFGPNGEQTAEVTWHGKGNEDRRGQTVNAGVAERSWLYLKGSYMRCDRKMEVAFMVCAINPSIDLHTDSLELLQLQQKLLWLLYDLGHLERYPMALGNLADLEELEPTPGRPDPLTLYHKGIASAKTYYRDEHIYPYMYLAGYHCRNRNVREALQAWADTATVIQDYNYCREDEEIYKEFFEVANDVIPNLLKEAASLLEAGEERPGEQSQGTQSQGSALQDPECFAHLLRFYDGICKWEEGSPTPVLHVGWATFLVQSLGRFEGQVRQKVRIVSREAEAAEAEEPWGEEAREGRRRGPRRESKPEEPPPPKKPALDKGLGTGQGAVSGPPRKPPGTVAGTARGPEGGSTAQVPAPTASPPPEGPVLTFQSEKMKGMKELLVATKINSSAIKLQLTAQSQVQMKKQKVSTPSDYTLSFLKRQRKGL
Coupling enz: counter-screen for Giardia aldolase inhibitors: coupling enzyme system; coupling enzyme system counterscreen, AmpLite Red fluorescence; activity change, negative = inhibition, % at 58.2 µM, hits read low; 0.67% of 290,000 active; in the data active = activity change below about -30%; also: % is scaled to controls: 0 for no effect and ±100 for the full control effect
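Final compound at 57.5 uM, incubated 10 min at RT with coupling enzyme reagent (glyceraldehyde-3-phosphate), then 20 min with substrate and AmpLite Red detection. Fluorescence read at 525/598 nm; tests interference with the coupling assay, not aldolase inhibition.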
B2AR arrestin: agonists driving beta-arrestin recruitment to human beta2-adrenergic receptor | Potency, µM (titrated, usually from 46.1 µM), for the others: top-dose activation, hits mostly activators | beta-arrestin recruitment to beta2AR, cell-based reporter | P07550 | 0.02% of 330,000 active | AID 492947;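 also: potency is read from the fitted curve at half-maximal effect; 0% = DMSO controls and full agonism = EC100 isoproterenol or metaproterenol; nearly all actives have a fitted effect of over 65% in size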
Target sequence (P07550 whole entry, looked up): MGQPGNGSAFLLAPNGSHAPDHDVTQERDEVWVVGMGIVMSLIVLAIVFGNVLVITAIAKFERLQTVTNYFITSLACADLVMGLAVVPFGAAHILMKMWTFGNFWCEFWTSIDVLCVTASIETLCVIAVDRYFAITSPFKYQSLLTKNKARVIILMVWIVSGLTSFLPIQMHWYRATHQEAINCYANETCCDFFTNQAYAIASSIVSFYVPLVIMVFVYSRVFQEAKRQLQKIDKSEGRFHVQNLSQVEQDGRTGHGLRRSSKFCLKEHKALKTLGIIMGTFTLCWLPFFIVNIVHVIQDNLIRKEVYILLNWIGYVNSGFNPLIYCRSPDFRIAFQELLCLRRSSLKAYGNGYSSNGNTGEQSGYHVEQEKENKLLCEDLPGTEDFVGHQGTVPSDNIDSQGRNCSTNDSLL
Giardia kill: kills Giardia lamblia; Giardia lamblia trophozoite viability; activity change, % at 7.66 µM, hits read low; 0.15% of 340,000 active; AID 540267; in the data active = activity change below about -80%; inconclusive = between about -30% and that limit;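 also: parasites exposed to compound for two days anaerobically before the ATP read; % is scaled to controls: 0 for no effect and ±100 for the full control effect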
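Viability, read as ATP luminescence: trophozoites at 100 cells/well, compound added, 48 hrs anaerobic at 37 deg C, then 15-30 min room-temperature development before reading.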
Chronic BCR inh: chronic active BCR signaling inhibition | AID 493014 | 0.05% of 340,000 active | Potency, µM (series often up to 46.1 µM), inactives show top-dose ratio change, negative = lower green/red ratio, usual class: inhibitors | ABC-DLBCL IkBa-CBG/CBR reporter, luminescence ratio, 4 h; active = well fitted inhibition curve with a large enough effect in the signal ratio, with a control signal flat, not every such curve was filed as active; inconclusive = small, poorly fitted or top-dose-only effect, or effect the other way, or a change in a side signal; the % refers to the signal ratio;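 also: potency is read from the fitted curve at half-maximal effect; plate controls were basal doxycycline-induced cells for no effect and cells given 10 µM MG132 for full effect; MG132 reads +100%, hits lower the ratio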
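Doxycycline induced both beetle luciferases in TMD8 lymphoma cells; IKK-driven degradation limits the IkappaBalpha-fused green signal, while red luminescence normalises for cell number and nonspecific effects. Compounds tested up to 46 uM, 4 hrs.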
Tb PFK inh: blocks T. brucei phosphofructokinase; 0.17% of 330,000 active; T. brucei PFK, ADP-Glo luminescence; Potency, µM (top dose mostly 57.5 µM), inactives show at the top dose activity, negative = inhibition, hits mostly inhibitors;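 also: potency is read from the fitted curve at half-maximal effect; 0% = uninhibited 1x PFK enzyme wells and -100% = no-enzyme wells; nearly all actives have a fitted effect of over 60% in size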
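Luminescent ADP detection (ADP-Glo, two-step: ATP depletion then ADP-to-ATP conversion for luciferase) reported PFK activity after 45 min room-temperature reaction of 1.25 nM enzyme with 0.5 mM F6P and 0.1 mM ATP at pH 8.0.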
GALK inhibitor: inhibitors of human galactokinase; Purified GALK, Kinase-Glo residual ATP luminescence; Potency, µM (top dose mostly 57.5 µM), inactives show at the highest dose activity change, negative = inhibition, hits mostly inhibitors; 0.007% of 270,000 active; AID 1868; also: potency is read from the fitted curve at half-maximal effect; % is scaled to controls: 0 for no effect and ±100 for the full control effect
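Galactose (100 uM) and ATP (35 uM) were turned over by 5 nM GALK for 1 h at RT. Kinase-Glo Plus then converted the remaining ATP into a luminescent signal.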
PKM2 activator: increases activity of human pyruvate kinase M2; purified PKM2, Kinase-Glo ATP luminescence, activation; response scale: 0% is enzyme alone, no compound; Potency, µM (highest dose often 57.5 µM), for the others: top-dose activation, most hits filed as activators; 0.34% of 260,000 active; also: potency is read from the fitted curve at half-maximal effect; % is scaled to controls: 0 for no effect and ±100 for the full control effect; nearly all actives have a fitted effect of over 55% in size
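Purified hPK-M2 (>95% pure) converted ADP (0.1 mM final) to ATP with 0.5 mM PEP in 50 mM imidazole pH7.2, KCl, MgCl2, Tween 20, BSA; 1 h at room temperature. ATP detected by Kinase-Glo luminescence.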
a7 integrin act: activators of alpha7 integrin expression for muscular dystrophy; alpha7betagal myoblasts, beta-gal FDG fluorescence, 48 h; Potency, µM (doses to about 38.3 µM), for the others: at the top dose activation, usual class: activators; 0.064% of 350,000 active; AID 624291;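 also: potency is read from the fitted curve at half-maximal effect; 100% = response of the positive control SU9516; nearly all actives have a fitted effect of over 60% in size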
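Alpha7betagal+/- myoblasts (passage 13) were plated 16-24 hr, then exposed to compounds (1:260 dilution of DMSO stock) for 48 hours at 37C. After MPER lysis, β-galactosidase reporter activity was read as FDG fluorescence (ex 480/em 540) after 30 minutes.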
ASM inhibitor: human S-ASM enzyme inhibition; P17405; Potency, µM (top dose mostly 57.5 µM), for inactives: top-dose activity change, negative = inhibition, usual class: inhibitors; placental ASM, HMU-PC fluorogenic substrate, 60 min; 0.006% of 340,000 active; also: potency is read from the fitted curve at half-maximal effect
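Human placenta-derived ASM enzyme was preincubated with compound for 10 minutes at room temperature, then given fluorogenic substrate HMU-PC0 (9 uM final) for 60 minutes at 37 °C; a pH 10 stop preceded fluorescence reading at Ex 386/Em 447 nm.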
* hit, by the source's call; ? = inconclusive; . = not tested or not shown; [ ] = remark or other dose. Unless noted, calls follow the shape of the dose curve; as a rule, active = well fitted curve in the direction sought with a large enough effect; inconclusive = small, poorly fitted or top-dose-only effect, or another doubt; inactive = no such curve, though single readings can be large; an effect the other way counts as inactive or inconclusive. Some of the compounds tested; the hit share may differ from the screen's.

Below each SMILES – PTAP TSG101 blk | Menin MLL FP TR | Coupling enz | B2AR arrestin | Giardia kill | Chronic BCR inh | Tb PFK inh | GALK inhibitor | PKM2 activator | a7 integrin act | ASM inhibitor
[1] O=S(=O)(Nc1ccc2oc(-c3ccccc3)nc2c1)c1ccccc1
  -3% | ? | -25 | -0.1% | -6 | 3% | 3% | 0% | 2% | 5% | -15%
[2] C=C1C(C(=O)N2CCN(C)CC2)C1C(=O)N1CCN(C)CC1 (stereo unspecified)
  -7% | -6% | -1 | 0.3% | 10 | 4% | 2% | 8% | -6% | 13% | 3%
[3] CSc1nc(C)cc(/C=C\c2ccccc2)c1C#N
  -3% | -4% | 0 | 0.3% | 8 | 3% | 1% | 1% | -5% | 4% | 27%
[4] CCc1sc(N(C(=O)Cc2ccccc2)c2ccccc2F)nc1-c1ccc(C)cc1
  2% | -10% | -3 | 0.0% | -5 | ? | -6% | 1% | 3% | 6% | -3%
[5] CCc1nnc(NC(=O)COC(=O)CN2C(=O)c3ccccc3C2=O)s1
  1% | 15% | 1 | -0.4% | -7 | ? | -3% | -2% | -3% | -2% | -2%
[6] COc1ccc(OC)c(S(=O)(=O)N2CCC(C(=O)Nc3ccccc3)CC2)c1
  -10% | 4% | -3 | 0.1% | -4 | 0% | -1% | -1% | -4% | ? | 7%
[7] CC1CCc2nn(CC(=O)NCCCN3CCCCC3)cc2C1 (stereo unspecified)
  -1% | 0% | 1 | 0.2% | 2 | 0% | 2% | 2% | -4% | 13% | 0%
[8] O=C(O)c1ccccc1C(=O)NC1CCCCNC1=O (stereo unspecified)
  -2% | . | 3 | -0.8% | 29 | ? | -1% | . | 18% | 8% | 4%
[9] Cc1cc(O)c(C(C)C)cc1N=C1CSC(=O)N1
  -13% | ? | -21 | 0.9% | 8 | 2% | -1% | 0% | ? | -35% | -1%
[10] CCN=C1NN=C(c2c[nH]c3ccccc23)CS1
  -7% | 18% | 4 | -0.9% | -1 | 1% | -6% | 1% | -22% | -9% | 2%
[11] CCn1cc(/C=C/C(=O)Nc2ccc(C)cc2Br)cn1
  -1% | -1% | 1 | -0.8% | -2 | ? | 2% | 1% | -1% | ? | 6%
[12] COc1ccccc1CNS(=O)(=O)c1ccc2c(c1)NC(=O)CS2
  -2% | 10% | 0 | -0.7% | -15 | 5% | 3% | 5% | . | 21% | 5%
[13] O=C(Cn1cnc2c(cnn2-c2ccccc2)c1=O)N1CCN(c2ccc(F)cc2)CC1
  -1% | 20% | 0 | -0.9% | -25 | -5% | 19% | 0% | 1% | 4% | 0%
[14] O=C(Cn1nnc(-c2ccccc2)n1)N/N=C/c1cccc([N+](=O)[O-])c1O
  -10% | ? | 1 | -0.1% | -22 | 4% | 0% | -1% | 1% | -23% | -4%
[15] Cc1ccc(S(=O)(=O)N2CCN(C(=O)CN3C(=O)c4ccc([N+](=O)[O-])cc4C3=O)CC2)c(C)c1
  -1% | . | . | -0.3% | 15 | 21% | -11% | . | . | -1% | -2%
[16] CN(CC/C=C1/c2ccccc2CSc2ccccc21)CCCO
  -2% | -23% | 2 | 0.0% | -8 | ? | 2% | 1% | 6% | -28% | 0%
[17] O=C(CSc1ccc(-c2cccs2)nn1)NCc1ccccc1Cl
  . | 9% | -9 | 3.1% | . | 8% | -1% | 1% | -19% | . | .
[18] Cc1cnccc1CN(C)Cc1nc(Cc2ccccc2Cl)no1
  -1% | 3% | 3 | -0.5% | -9 | 17% | -4% | 5% | -7% | -42% | 8%
[19] CCCCOC(=O)C1=C(C)NC2=C(C(=O)CCC2)C1c1cc(OC)ccc1OC (stereo unspecified)
  -5% | 0% | -1 | 0.5% | -1 | 2% | -3% | 1% | 1% | -8% | 270%[activator]
[20] C=CCNC(=O)c1onc(CSc2ccc(C)c(C)c2)c1C(=O)O
  -9% | -7% | 8 | -0.3% | 6 | -1% | 0% | 0% | -1% | 17% | 18%

(further entries)
Below each SMILES – PTAP TSG101 blk | Menin MLL FP TR | Coupling enz | B2AR arrestin | Giardia kill | Chronic BCR inh | Tb PFK inh | GALK inhibitor | PKM2 activator | a7 integrin act | ASM inhibitor
[21] Cc1ccc(C)c(NC(=S)NNC(=O)c2csc3c2CCC(C)C3)c1 (stereo unspecified)
  -1% | 9% | 9 | -0.3% | 6 | 0% | 1% | 5% | 6% | -25% | -5%
[22] COc1ccc(N2C(=O)CSC23C(=O)N(CC(=O)NC2CCCC2)c2ccccc23)cc1 (stereo unspecified)
  -2% | -16% | 1 | -0.2% | -3 | -2% | -1% | 1% | . | -13% | -1%
[23] CC1(C)CC(=NO)CC(C)(C)N1
  -9% | 0% | -2 | 0.0% | -13 | 1% | 2% | 2% | 3% | 2% | 3%
[24] CC(=O)Nc1cc2c3c(c1)CCN3C(=O)CC2
  -4% | 15% | 3 | -0.8% | -1 | 0% | -1% | -2% | . | 20% | -10%
[25] Cc1cccc(C)c1NC(=O)CSc1nnc([C@@H]2CCCN2C(=O)OC(C)(C)C)o1
  -5% | -29% | 2 | -0.1% | -2 | -1% | 1% | 4% | -7% | 15% | 0%
[26] O=C1CSC(=S)N1c1cccc(Br)c1
  0% | 39%[activator] | 1 | 0.1% | -23 | 4% | -14% | -1% | . | -14% | 0%
[27] CCCc1cc(=O)oc2cc(OCC(=O)NCCc3c[nH]c4ccc(OC)cc34)ccc12
  -2% | ? | -9 | -1.4% | 13 | -4% | 2% | . | -4% | -11% | 2%
[28] CC(C)(C)C1CCc2c(sc3nc(SCC(=O)O)nc(N)c23)C1 (stereo unspecified)
  -4% | . | 9 | -0.8% | -7 | ? | 0% | -1% | -37% | 7% | 52%[activator]
[29] CCN(c1ccccc1)S(=O)(=O)c1cc(NC(=O)Nc2ccccc2C#N)ccc1Cl
  -1% | 6% | 3 | -0.3% | -3 | -40% | -3% | -1% | 4% | -6% | 5%
[30] COC(=O)NNC(=O)C12CC3CC(CC(C3)C1)C2
  -2% | -8% | 1 | -0.3% | 15 | 0% | -18% | 2% | -13% | 33% | .
[31] COc1cc(C(=O)NCCC(=O)NC2CCCCC2)cc(OC)c1OC
  -1% | . | . | 0.3% | 4 | 0% | 0% | 8% | . | 7% | 4%
[32] O=S(=O)(NCc1cccnc1)c1ccc(Cl)c(Cl)c1
  -7% | 14% | 2 | -0.5% | 20 | 1% | 1% | -1% | 3% | -1% | 3%
[33] Cc1ccc(N2CC(C(=O)NC3CCC(C)CC3)CC2=O)cc1 (stereo unspecified)
  0% | . | . | 0.4% | 0 | 5% | 9% | -6% | -2% | -9% | 3%
[34] NC(=O)c1cc([N+](=O)[O-])ccc1NCc1ccc(N)cc1
  . | . | . | 0.0% | 1 | ? | 29% | . | . | -16% | -7%
[35] O=C(CCn1c(=O)sc2ccccc21)NC1=NCCS1
  -4% | 9% | 2 | 3.1% | -1 | 4% | -1% | 0% | 7% | 3% | 0%
[36] O=C(Nc1ccc2c(c1)OCO2)[C@@H]1[C@@H]2C(=O)N(C3CCCCC3)C(=O)[C@@H]2C2c3ccccc3C=CN21 (stereo partly specified)
  . | 4% | -35* | -1.0% | . | 0% | -1% | 1% | 2% | . | .
[37] O=C(CSC(=S)N1CCOCC1)Nc1nc(-c2ccccc2)c(-c2ccccc2)o1
  -7% | ? | 0 | -0.2% | -18 | ? | 0% | -4% | 10% | -22% | -2%
[38] CCCN1CC=C2C(C#N)=C(N)C(C#N)(C#N)C(c3cccc(OC)c3OC)C2C1 (stereo unspecified)
  -26% | -6% | -5 | 0.1% | 21 | -5% | -4% | -2% | -8% | -8% | .
[39] CC(C)COC(=O)N1CC(O)CC1C(=O)O (stereo unspecified)
  -3% | 4% | -2 | 0.4% | -4 | 1% | 5% | -3% | -1% | 18% | -1%
[40] COCCSc1ccccc1C(=O)NCCc1ccccc1
  -2% | -2% | 0 | -0.6% | -8 | -21% | -4% | 9% | 16% | -68%[inhibitor] | 1%
[41] Cc1ccccc1-n1c(O)cc(=O)[nH]c1=S
  0% | 8% | -1 | -0.1% | 7 | 0% | 3% | 1% | 1% | -13% | 1%

Bioassay records (PubChem)
